High-throughput results: PubChem, National Center for Advancing Translational Sciences (NCATS)
Tb PGK inh: qHTS Assay to Find Inhibitors of Phosphoglycerate Kinase. Phosphoglycerate kinase, glycosomal (Trypanosoma brucei brucei), P07378. PGK/GAPDH coupled, Kinase-Glo luminescence, 60 min. Potency, µM (top dose mostly 57.5 µM), for inactives: at the top dose activity change, negative = inhibition, usual class: inhibitors. actives 0.043% (n = 380,000). AID 602233, 2012; also: potency is read from the fitted curve at half-maximal effect; % is scaled to controls: 0 for no effect and ±100 for the full control effect; nearly all actives have a fitted effect of over 60% in size
Target sequence (P07378 whole entry, looked up): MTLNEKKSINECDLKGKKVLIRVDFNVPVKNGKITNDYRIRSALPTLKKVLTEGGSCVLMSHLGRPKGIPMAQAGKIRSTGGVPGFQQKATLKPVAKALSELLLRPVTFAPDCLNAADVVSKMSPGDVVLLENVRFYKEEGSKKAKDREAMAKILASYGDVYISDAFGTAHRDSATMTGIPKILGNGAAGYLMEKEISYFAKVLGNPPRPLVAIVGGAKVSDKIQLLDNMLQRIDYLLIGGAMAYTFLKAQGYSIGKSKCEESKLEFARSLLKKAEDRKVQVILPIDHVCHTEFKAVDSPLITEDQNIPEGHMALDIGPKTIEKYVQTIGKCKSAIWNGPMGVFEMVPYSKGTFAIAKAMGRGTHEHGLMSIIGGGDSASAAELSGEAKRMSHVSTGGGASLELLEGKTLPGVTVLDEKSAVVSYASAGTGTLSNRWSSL
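Luminescent ATP detection (Kinase-Glo Plus) follows a 60-minute room-temperature incubation, with wells lacking PGK as controls. Buffer: 100 mM TEA (pH 7.6), 5 mM MgCl2, 0.01% Tween-20. Coupling enzyme GAPDH (100 nM final) supplies unstable 1,3-BPG in-well.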
Pin1 inh: qHTS Assay to Find Inhibitors of Pin1; AID 504891, 2011; Pin1 FP peptide displacement, HiFluor488, 10 min; actives 0.009% (n = 390,000); Potency, µM (titrated, usually from 115 µM), for inactives: at the highest dose activity, negative = inhibition, actives largely listed as inhibitors; active = well fitted inhibition curve with a large enough effect in the polarisation, with a control signal flat, not every such curve was filed as active; inconclusive = small, poorly fitted or top-dose-only effect, or effect the other way, or a change in a side signal; inactive = no such curve, though single readings can be large or run the other way; the % refers to the polarisation; also: potency is read from the fitted curve at half-maximal effect; % is scaled to controls: 0 for no effect and ±100 for the full control effect
Target sequence (Q13526 whole entry, looked up): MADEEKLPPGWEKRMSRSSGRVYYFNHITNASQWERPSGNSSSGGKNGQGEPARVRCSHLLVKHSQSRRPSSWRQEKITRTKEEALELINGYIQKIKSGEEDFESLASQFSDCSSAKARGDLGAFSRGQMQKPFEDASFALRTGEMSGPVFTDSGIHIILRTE
G9a inh: qHTS Assay for Inhibitors of Histone Lysine Methyltransferase G9a | G9a H3K9 monomethylation, AlphaScreen, 2 h | Potency, µM (doses to about 102 µM), for inactives: top-dose activity, negative = inhibition, actives largely listed as inhibitors | actives 8.8% (n = 350,000) | AID 504332, 2011; also: potency is read from the fitted curve at half-maximal effect; % is scaled to controls: 0 for no effect and ±100 for the full control effect; nearly all actives have a fitted effect of over 75% in size
Target sequence (Q96KQ7 913-1193 limits assumed): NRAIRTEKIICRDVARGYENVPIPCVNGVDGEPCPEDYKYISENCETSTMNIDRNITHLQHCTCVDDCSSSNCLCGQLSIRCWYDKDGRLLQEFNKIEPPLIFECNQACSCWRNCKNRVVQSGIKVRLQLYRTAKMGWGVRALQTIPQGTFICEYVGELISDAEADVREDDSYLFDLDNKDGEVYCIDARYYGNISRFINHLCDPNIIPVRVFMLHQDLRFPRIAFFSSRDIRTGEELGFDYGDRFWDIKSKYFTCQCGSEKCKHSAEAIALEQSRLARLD
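Readings reflect AlphaScreen signal from monomethyl-H3K9 antibody detection. HMT at 20 nM; substrate b-H3K9 500 nM; cofactor SAM 20 uM; 2 h RT reaction; compounds tested as titrations in qHTS with 15 min preincubation.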
PI4K2A inh: qHTS for small molecular inhibitors of PI4K2A; purified PI4K2A, ADP-Glo luminescence, 1 h; active compounds read low; AID 1346378, 2018; actives 0.13% (n = 420,000); Phosphatidylinositol 4-kinase type 2-alpha (Homo sapiens), Q9BTU6; activity change, negative = inhibition, % at 76.9 µM; in the data active = activity change below about -50%; inconclusive = mostly about -30% to -49%;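 also: -100% = wells without enzyme as full effect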
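Compounds are screened against recombinant PI4K2A using PI as substrate and ATP, the latter dispensed at 300 microM. Reactions run one hour at ambient temperature before ADP-Glo detection; full inhibition defined by wells lacking enzyme.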
JMJD2A Tudor inh: qHTS Assay for Inhibitors of JMJD2A-Tudor Domain; AID 504339, 2011; Potency, µM (highest dose often 114 µM), for the others: at the highest dose activity change, negative = inhibition, most hits filed as inhibitors; AlphaScreen JMJD2A-Tudor / H3K4me3 peptide binding; actives 4.4% (n = 390,000); Lysine-specific demethylase 4A (Homo sapiens), O75164; also: potency is read from the fitted curve at half-maximal effect; % is scaled to controls: 0 for no effect and ±100 for the full control effect; nearly all actives have a fitted effect of over 50% in size
Pol eta inh: qHTS for Inhibitors of Polymerase Eta | actives 1.2% (n = 390,000) | Potency, µM (top dose mostly 114 µM), for the others: top-dose activity change, negative = inhibition, usual class: inhibitors | recombinant Pol eta, fluorescent DNA replication assay | DNA polymerase eta (Homo sapiens), Q9Y253; also: potency is read from the fitted curve at half-maximal effect; % is scaled to controls: 0 for no effect and ±100 for the full control effect
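Pol eta (10 nM) was preincubated with compounds for 15 min at room temperature, after which fluorescent replication substrate (50 nM final) was added to start the reaction. Fluorescence was read kinetically at 0 and 10 min.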
GLS inhibitor: qHTS for Inhibitors of Glutaminase (GLS); Glutaminase kidney isoform, mitochondrial (Homo sapiens), O94925; GLS enzymatic activity, qHTS titration; Potency, µM (highest dose often 45.5 µM), inactives show at the top dose activity change, negative = inhibition, actives largely listed as inhibitors; actives 0.21% (n = 410,000); also: potency is read from the fitted curve at half-maximal effect; % is scaled to controls: 0 for no effect and ±100 for the full control effect
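Glutamate formation by hKGA was monitored fluorometrically using coupled glutamate oxidase, HRP and Amplex Red. Substrate was added as 1 mM L-glutamine solution; incubation was 30 min at RT after an initial read.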
HP1b binding inh: HTS for Inhibitors of HP1-beta Chromodomain Interactions with Methylated Histone Tails; Chromobox protein homolog 1 (Homo sapiens), P83916; AlphaScreen HP1-beta / biotin-H3K9me3 peptide binding; Potency, µM (titrated, usually from 114 µM), for inactives: at the highest dose activity change, negative = inhibition, usual class: inhibitors; actives 0.56% (n = 390,000); AID 540317, 2011; also: potency is read from the fitted curve at half-maximal effect; nearly all actives have a fitted effect of over 70% in size; inactives centre near 23
Target sequence (P83916 whole entry, looked up): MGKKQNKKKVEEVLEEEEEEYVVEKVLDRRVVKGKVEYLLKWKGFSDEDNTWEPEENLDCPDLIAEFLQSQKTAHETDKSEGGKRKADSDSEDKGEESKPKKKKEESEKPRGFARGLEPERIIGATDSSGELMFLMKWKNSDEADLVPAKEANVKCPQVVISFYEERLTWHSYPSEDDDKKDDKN
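Compound inhibition of the preformed complex between 50 nM HP1-beta and 50 nM biotinylated H3K9me3 peptide was read by AlphaScreen. Buffer was PBS pH 7.4 with 0.01% Tween-20. Incubations ran 30 min at room temperature, with 10 ug/mL donor/acceptor beads.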
BAZ2B block: qHTS Assay for Inhibitors of BAZ2B; Bromodomain adjacent to zinc finger domain protein 2B (Homo sapiens), Q9UIF8; AlphaScreen BAZ2B-H3K14Ac peptide displacement; Potency, µM (series often up to 114 µM), for the others: top-dose activity change, negative = inhibition, usual class: inhibitors; actives 4.4% (n = 360,000); AID 504333, 2011; also: potency is read from the fitted curve at half-maximal effect; % is scaled to controls: 0 for no effect and ±100 for the full control effect; nearly all actives have a fitted effect of over 60% in size
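In this displacement format the biotinylated H3(5-23) peptide acetylated at Lys14 serves as ligand at 50 nM, with BAZ2B at 50 nM in PBS pH 7.4 containing 0.01% Tween-20. Donor and acceptor beads are 10 ug/mL final.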
The depositor's hits bear a star; i = inactive; ? = inconclusive; · = no result given; & = joins results of further samples; [ ] = remark or other dose. Unless noted, calls follow the shape of the dose curve; as a rule, active = well fitted curve in the direction sought with a large enough effect; inconclusive = small, poorly fitted or top-dose-only effect, or another doubt; inactive = no such curve, though single readings can be large; an effect the other way counts as inactive or inconclusive. An excerpt, so the mix of outcomes need not match the whole.

SMILES	Tb PGK inh	Pin1 inh	G9a inh	PI4K2A inh	JMJD2A Tudor inh	Pol eta inh	GLS inhibitor	HP1b binding inh	BAZ2B block
NCCCC[C@@H](C(=O)NCCCCCCCCCCC(=O)N1CCNCC1)n1cc(CCO)nn1	-1%	-15%	-10%[2.33 µM]	4	-23%	1%	1%	10%	-6%
Cc1oc(CC(C)C)cc1C(=O)Nc1ccc(C(=O)O)cc1	-1%	1%	-6%[59 µM]	3	-19%	-12%	19%	21%	·
CNC(=S)N/N=C/c1c(Cl)cccc1Cl	i	3%	3%[59 µM]	1	0%	-3%	6%	25%	6%
CCOc1ccc(C(=O)c2cn(CC(=O)Nc3cc(OC)ccc3OC)c3cc(OC)c(OC)cc3c2=O)cc1	-5%	0%	?	-2	-34%	-5%	-8%	7%	-23%
COc1ccc(OCC(=O)NNC(=O)c2ccc(-c3ccccc3)cc2)cc1	-7%	2%	79µM*	-22	-23%	-6%	1%	14%	-7%
Cc1cc(C)nc(NC(=O)C(c2ccccc2)c2ccccc2)c1	-7%	-5%	5%[59 µM]	-6	38%[activator]	-23%	4%	38%	-1%
Cc1ccc(Cl)c(OCC(=O)OC(C)C(=O)NC2CC2)c1 (stereo not drawn)	-7%	0%	-28%	0	-18%	-8%	1%	4%	-1%
CCN1C(=O)c2ccccc2S(=O)c2ccc(C(=O)N3CCN(c4ccccc4OC)CC3)cc21 (stereo not drawn)	-7%	0%	-4%[59 µM]	0	-26%	4%	3%	11%	-21%
Cc1cc(N2CCCCC2)nc2ccccc12	5%	0%	9%	-2&-7	2%	-6%	12%	49%[activator]	27%
CCOC(=O)c1sc(=S)sc1SCc1cccc(C(F)(F)F)c1	-5%	1%	32µM*	3	-28%	-7%	3%	-16%	-35%
O=C(Nc1ccccc1)N1CCCN(c2ccc(C(F)(F)F)cc2[N+](=O)[O-])CC1	-12%	0%	-2%[59 µM]	-1	-22%	-6%	5%	-24%	-29%
COc1ccc(-c2c(C#N)c(N)nc3c2c(=O)n(C)c(=O)n3C)cc1Cl	1%	-3%	·	6	-3%	7%	5%	22%	·
O=C(Nc1ccc(-c2csc(Nc3cccc(C(F)(F)F)c3)n2)cc1)c1cc([N+](=O)[O-])cc(C(F)(F)F)c1	-3%	-8%	-7%[12.7 µM]	-1	-35%	-18%	1%	-4%	-8%
CCOc1ccc(NC(=O)NC2(C(=O)NCc3ccco3)CCCCC2)cc1	-5%	-11%	-4%	8	-12%	-16%	-2%	-14%	?
Cc1cc(C)nc(Nc2ccc(Br)cc2C(=O)O)n1	-3%	3%	-15%[2.33 µM]	3	-11%	-3%	28%	50%[activator]	-1%
CC1CCCCC1NC(=O)CSc1nnc(COc2ccc(Cl)cc2)o1 (stereo not drawn)	-5%	7%	2%	-4	2%	-15%	-5%	26%	3%
CNC(=O)C(=O)N/N=C/c1ccccn1	3%	-1%	-131%[12.7 µM]	0	?	-22%	?	21%	40µM*
CCN(CC)S(=O)(=O)c1ccc2[nH]c(=O)cc(C(=O)NCc3ccccc3)c2c1	9%	1%	?	1	-6%	-17%	-2%	16%	8%
COc1ccc2[nH]cc(/C=C/c3cc[n+](C)cc3)c2c1	·	?	?	-14	-11%	-13%	5%	31%	-1%
C=CCNC(=O)CSc1nnc(C(CC)N(C)C)n1C1CCCCC1 (stereo not drawn)	0%	-5%	·	11	-23%	-17%	0%	57%[activator]	0%
Cc1cc(C)c(S(=O)(=O)NCc2cn3ccccc3n2)c(C)c1	-3%	-5%	-14%	1	-12%	-10%	-2%	29%	-14%
COc1ccc(/C=C\C(=O)NCC(=O)N/N=C/c2ccc(O)cc2O)cc1	-6%	?	6%	-5	-29%	4%	20%	15%	-18%
CC(CN1CCCCC1)OC(=O)COc1ccc(Cl)cc1 (stereo not drawn)	9%	3%	·	1	?	-10%	-20%	18%	10%
COc1ccc(/C=N/NC(=O)c2ccc3c(c2)OCO3)c(C(=O)O)c1OC	-9%	5%	·	-1	-4%	-12%	1%	27%	-6%
Cc1cc(NC(=O)CCN2C(=O)C3C4CCC(C4)C3C2=O)cc(C)c1Br (stereo not drawn)	3%	3%	-14%[59 µM]	14	-11%	0%	6%	22%	1%
(list continues)
SMILES	Tb PGK inh	Pin1 inh	G9a inh	PI4K2A inh	JMJD2A Tudor inh	Pol eta inh	GLS inhibitor	HP1b binding inh	BAZ2B block
O=C(Nc1nc2ccccc2[nH]1)Nc1ccccc1F	-10%	0%	-18%	-7	-9%	-3%	-3%	15%	2%
Cc1cc(C)cc(-c2nnc(SCc3ccc(C(=O)O)cc3)o2)c1	-3%	4%	1%	0	-4%	-10%	18%	19%	-15%
COc1ccccc1-c1ccc2c(c1)O[C@@H](CN(C)C(=O)c1ccncc1)[C@H](C)CN([C@@H](C)CO)S2(=O)=O	5%	·	·	1	·	-11%	1%	·	·
NS(=O)(=O)c1ccc(CCNC(=O)CN2CCN(Cc3cccc(C(F)(F)F)c3)CC2)cc1	0%	1%	27%	2	-13%	-17%	-2%	14%	8%
CCOC(=O)C1CCCN(C(=O)c2ccc3c(=O)n(Cc4ccccc4OC)c(=S)[nH]c3c2)C1 (stereo not drawn)	-4%	0%	·	5	-24%	-14%	-20%	36%	-2%
Cc1ccc(C(=O)NCCc2ccccc2)cc1S(=O)(=O)N1CCOCC1	-5%	5%	2%[12.7 µM]	3	9%	-17%	1%	29%	2%
CCc1ccc(S(=O)(=O)c2nnn(-c3ccc(F)cc3)c2N)cc1	-2%	5%	-3%[59 µM]	-6	1%	-18%	3%	29%	2%
COc1n[nH]c2nncnc12	1%	-1%	23%[0.0925 µM]	-6	-3%	-16%	-4%	44%[activator]	-12%
COc1ccc(OC)c(-n2c(N)c(C(=O)NCC3CCCO3)c3nc4ccccc4nc32)c1 (stereo not drawn)	2%	7%	2%[12.7 µM]	3	40%[activator]	?	-3%	84%[activator]	20%
COc1ccc2nc(C)cc(C(=O)O)c2c1	2%	0%	12%[59 µM]	0	-13%	4%	1%	37%	-29%
O=C(NCCc1csc(-c2cccc(F)c2)n1)c1cccs1	i	-4%	3%[59 µM]	-11	-3%	-18%	4%	25%[57 µM]	5%
CCc1nnc(NC(=O)CSc2nc3c([nH]c4ccccc43)c(=O)n2-c2ccc(F)cc2)s1	i	-1%	27%[59 µM]	1	5%	-15%	-8%	10%[57 µM]	1%
COC(=O)C1=C(C)NC(=O)CC1c1cc(Br)ccc1F (stereo not drawn)	-2%	8%	12%[12.7 µM]	7	-2%	-8%	-1%	46%	-5%
COc1ccccc1CNC(=O)CCNS(=O)(=O)c1ccc2c(c1)CC(C)N2C(C)=O (stereo not drawn)	-6%	4%	-3%	5	-9%	-20%	-12%	59%[activator]	-20%
CC(C)CN(C(=O)CN(C)C(=O)Cc1ccccc1Cl)c1c(N)n(CC(C)C)c(=O)[nH]c1=O	-3%	5%	22%	-2	-14%	-11%	-1%	3%	-3%
COc1ccccc1CNC(=O)C(NS(=O)(=O)c1ccc2c(c1)CCN2C(C)=O)C(C)C (stereo not drawn)	-2%	-1%	-6%[59 µM]	-2	-14%	-5%	0%	9%	·
Cc1ccc(NC(=O)c2ccc3c(c2)OCCO3)cc1C	-14%	2%	-10%[59 µM]	-1	-8%	-13%	-3%	22%	1%
CCn1c2ccccc2c2nnc(SCC(=O)Nc3ccc4c(c3)OCO4)nc21	-7%	7%	-32%[12.7 µM]	-10	-23%	0%	6%	3%	?
CCOc1ccc(-c2nnc(N)s2)cc1	2%	-3%	12%[59 µM]	-1	-9%	-11%	-4%	21%	8%
Cc1cc(C)c(S(=O)(=O)NC2CC(C)(C)NC(C)(C)C2)cc1C	3%	8%	17%[59 µM]	-2	-9%	-19%	0%	34%	?
Cn1c(-c2ccccc2)cnc1SCC(N)=O	3%	-7%	0%	1	-15%[57.1 µM]	4%	2%	61%[activator]	-3%
Cc1cc(SCC(=O)c2ccccc2)nc(SCC(=O)c2ccccc2)n1	0%	22%	52%[activator]	2	-11%	-1%	-8%	25%	-1%
O=C(c1ccc(Cl)c([N+](=O)[O-])c1)N1CCCc2ccccc21	3%	-1%	?	-1	-31%	-1%	-1%	-17%	?
COCCNC(=O)C(c1ccc(C)o1)N(Cc1cccs1)C(=O)c1snc(C(N)=O)c1N (stereo not drawn)	·	-1%	19%[59 µM]	-7	-9%	-7%	2%	13%	-4%
Nc1c(/C=C2/C=CC(=O)C(O)=C2)c(=O)nc2sc(CC(=O)N3CCCCC3)nn12	?	-2%	10µM*	-6	?	-10%	-9%	53%[activator]	10µM*
C/C(N)=C(/C#N)C(=O)CSc1nc2cc(Cl)ccc2s1	-3%	51%[activator]	14µM*	-12	-19%	-28%	-1%	10%	-10%
CC(=O)Nc1oc(-c2cccc3ccccc23)nc1C#N	-10%	1%	4%[0.501 µM]	0	-17%	-14%	6%	38%	0%
